PostGolgi ctrl: yeast control strain growth, post-Golgi counter-screen; efflux-deficient yeast background strain, growth absorbance A615, 16 h; inhibition, % at 10 µM; 98,000 compounds, 5% hits; AID 738
S1P2 antag: antagonists of human S1P2 receptor. cell-based S1P2 antagonist assay, inhibition at 5 uM. inhibition, % at 5 µM. 97,000 compounds, 0.21% hits. AID 736; in the data active = inhibition above about 45%;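 note: CRE beta-lactamase reporter cells expressing human S1P2 stimulated with S1P; 0% = agonist at EC80 alone and 100% = agonist plus reference antagonist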
S1P2 agonist: S1P2 (human) receptor agonism. activation, % at 4.5 µM. 97,000 compounds, 0.46% hits. AID 729. S1P2-expressing cell line, agonist reporter read-out. O95136; in the data active = activation above about 16%;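 note: 0% = vehicle low control and 100% = maximal reference agonist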
PostGolgi yeast: growth inhibition of a yeast mutant, post-Golgi transport screen; post-Golgi transport phenotypic cell assay; inhibition, % at 10 µM; 98,000 compounds, 0.9% hits; AID 739;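 note: yeast cells grown in 1536-well plates; yeast grown about 18 h at 30C before absorbance read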
sEH inhibitor: blocks human soluble epoxide hydrolase activity | inhibition, % at 2 µM | recombinant human sEH enzymatic activity assay | AID 707 | 91,000 compounds, 0.34% hits | P34913; in the data active = inhibition above about 80%; note: values of inactives mirror those of a sister screen read the other way; many of its hits are not listed in these tables
Target sequence (P34913 whole entry, looked up): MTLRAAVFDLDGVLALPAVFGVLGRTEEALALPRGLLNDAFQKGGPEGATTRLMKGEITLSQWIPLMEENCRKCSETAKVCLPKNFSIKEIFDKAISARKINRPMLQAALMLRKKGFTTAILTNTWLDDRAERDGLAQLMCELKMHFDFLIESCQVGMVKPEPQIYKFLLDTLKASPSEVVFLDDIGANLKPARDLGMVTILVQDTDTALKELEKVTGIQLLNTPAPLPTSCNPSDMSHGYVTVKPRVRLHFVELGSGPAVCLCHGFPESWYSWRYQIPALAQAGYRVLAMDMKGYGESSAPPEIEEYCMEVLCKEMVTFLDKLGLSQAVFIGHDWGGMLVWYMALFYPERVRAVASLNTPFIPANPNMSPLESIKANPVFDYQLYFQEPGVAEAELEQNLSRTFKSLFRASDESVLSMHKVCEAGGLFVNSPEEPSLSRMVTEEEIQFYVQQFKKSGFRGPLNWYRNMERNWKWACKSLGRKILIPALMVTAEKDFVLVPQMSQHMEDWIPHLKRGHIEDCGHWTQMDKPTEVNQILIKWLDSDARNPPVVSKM
CYP2C19 activ: increases human CYP2C19 enzyme activity. P33261. recombinant CYP2C19, luciferin-H EGE luminescence; active compounds read high; 0 = fully inhibited enzyme, 1 = untreated enzyme. activation factor at 5 µM. 96,000 tested, under 10 active;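 active = activation factor of at least 2 at 5 µM in the primary screen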;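 note: 0 = wells with 2.5 mM tranylcypromine and 1 = vehicle-only wells; values of inactives mirror those of a sister screen read the other way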
Target sequence (P33261 whole entry, looked up): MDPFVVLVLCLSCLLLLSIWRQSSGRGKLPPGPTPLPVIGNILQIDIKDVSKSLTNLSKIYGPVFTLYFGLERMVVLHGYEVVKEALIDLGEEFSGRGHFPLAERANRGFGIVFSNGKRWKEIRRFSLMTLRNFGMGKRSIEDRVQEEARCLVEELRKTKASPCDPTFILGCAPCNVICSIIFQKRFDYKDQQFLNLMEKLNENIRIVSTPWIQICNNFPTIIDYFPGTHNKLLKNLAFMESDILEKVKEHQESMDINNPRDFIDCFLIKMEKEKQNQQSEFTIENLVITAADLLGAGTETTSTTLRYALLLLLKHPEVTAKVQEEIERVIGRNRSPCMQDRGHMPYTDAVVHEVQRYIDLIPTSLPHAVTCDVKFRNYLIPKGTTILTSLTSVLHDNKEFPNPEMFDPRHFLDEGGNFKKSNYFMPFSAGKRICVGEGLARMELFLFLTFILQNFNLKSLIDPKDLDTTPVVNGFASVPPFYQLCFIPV
sEH act: increases human soluble epoxide hydrolase activity. purified human sEH enzymatic activity, activator screen. activation, % at 2 µM. 91,000 compounds, 0.04% hits; in the data active = activation above about 37%; note: values of inactives mirror those of a sister screen read the other way
CYP2C19 inhib: human CYP2C19 inhibition; AID 778; CYP2C19 Supersomes, luciferin-H EGE luminescence, 30 min; inhibition, % at 5 µM; 96,000 compounds, 21% hits; P33261;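 active = CYP2C19 inhibition above a set limit at 5 µM in the primary screen, cut at about 50% in these data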;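 note: plate controls were negative control wells for no effect and 2.5 mM tranylcypromine positive control for full effect; values of inactives mirror those of a sister screen read the other way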
hDAT+cocaine: changed human dopamine transporter uptake under cocaine IC80. 110,000 compounds, 1.3% hits. Q01959. AID 449768. B-score at 10 µM. LLC-PK1 hDAT cells, [14C]-dopamine uptake with cocaine IC80; actives deviate in either direction;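 active = Z score or B-score, a plate-position-corrected score, falls beyond the plate's 99.7% confidence bounds, in either direction; inactive = both scores lie inside the 99.7% bounds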;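 note: scored against the spread of the other compound wells on the same plate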
* = called active by the depositor; . = no result given. Cut-off read from the data, not from the text of the source, unless noted: active = inhibition above about 30%; inactive = the rest. Rows were taken by chance, and some 24% of all compounds hit somewhere here.

SMILES	PostGolgi ctrl	S1P2 antag	S1P2 agonist	PostGolgi yeast	sEH inhibitor	CYP2C19 activ	sEH act	CYP2C19 inhib	hDAT+cocaine
C=CCn1c(-c2c[nH]c3ccccc23)n[nH]c1=S	4	-9	-8	-4	6	0.8	-8	20	-0.58
COc1cccc(NC(=O)C(NCC2CCCCC2)c2ccccc2)c1 (centres undefined)	0	-5	-3	-2	5	0.2	-7	79*	1.8
COc1ccc(-c2nc3ccccc3n2CCC(C)C)cc1OC	44*	-12	-4	21	0	0.4	-2	61*	1.3
Cc1ccc(OCC(=O)N2CCN(c3ccc([N+](=O)[O-])c(N4CCOCC4)c3)CC2)cc1	6	16	-3	-4	16	0.7	-14	34	0.49
OC1(c2cccc(C(F)(F)F)c2)CCN(c2ncnc3c2[nH]c2ccccc23)CC1	4	18	-8	-11	.	.	.	.	.
C[C@@]12CC(=O)NC1N(C(=O)c1cccc(C(F)(F)F)c1)C(c1ccccc1OC(=O)c1cccc(C(F)(F)F)c1)C2 (some centres undefined)	3	-11	-1	17	-6	0.5	5	48	0.011
O=C(O)CCC(=O)N1CCc2cc(S(=O)(=O)N3CCN(c4ccc(F)cc4)CC3)ccc21	8	0	-5	-3	13	1.1	-13	-11	-0.32
CC1CCN(C(c2cc3cc4c(cc3[nH]c2=O)OCO4)c2nnnn2CC2CCCO2)CC1 (centres undefined)	-3	12	-4	6	2	1	0	0	0.012
O=C(CCCCCn1c(=O)[nH]c2ccsc2c1=O)N1CCCCC1	1	2	-1	9	-1	.	4	.	2
O=C(c1ccco1)N1CCN(C(=O)c2cc3c(=O)oc4ccccc4c3s2)CC1	11	-8	-5	4	.	0.7	.	27	-0.063
Cn1c(=O)cc(SCC(=O)NCc2cccnc2)c2ccccc21	-1	14	-7	0	5	.	-2	.	-0.99
Cc1ccc2c(c1)NC(=O)C(CC(=O)NCCCN1CCCCC1)O2 (centres undefined)	0	24	-4	-4	3	1	-2	-2	0.0084
COCCn1c(SCC(N)=O)nnc1-c1c[nH]c2ccccc12	8	9	-6	-1	.	0.7	.	27	0.16
Cc1onc(-c2ccccc2)c1C(=O)NCC1COc2ccccc2O1 (centres undefined)	7	-19	-2	-2	-21	0.2	19	79*	-0.23
O=S1(=O)CC(N2CCOCC2)c2ccccc21 (centres undefined)	8	14	-10	-8	0	1.1	3	-10	-0.054
COC(=O)C(C)n1cnc2c(nnn2-c2ccc(OC)cc2)c1=O (centres undefined)	9	10	-2	0	-9	1	6	1	-1.5
Cc1ccc(NC(=O)N2CCCC2C(=O)NCCc2ccccc2)cc1 (centres undefined)	1	6	-5	9	13	0.7	-15	26	0.24
Cc1cc(Cl)ccc1NC(=S)NCc1ccc(Cl)cc1	-2	5	-5	6	3	0.5	0	52*	-0.52
CC(C)OCCCNC(=O)C1CC(=O)N(C2CCCCCCC2)C1 (centres undefined)	1	27	-3	0	3	1.1	-4	-9	0.7
COC(=O)C1C(=O)NC(SC)=C(C#N)C1c1ccccc1F (centres undefined)	6	2	0	-1	-4	.	4	.	-0.073
Cc1nc2ccccc2c2oc(C(=O)NCCCN3CCC(C)CC3)cc12	39*	-13	1	0	-4	1.1	4	-7	-0.23
Clc1ccc2c(c1)-c1nnc(Br)n1-c1ccccc1S2	.	9	-4	.	3	.	-2	.	0.05
CC(C)CC(c1nnnn1C1CCCCC1)N1CCN(c2ncccn2)CC1 (centres undefined)	84*	-7	-1	53*	-15	0.1	15	88*	0.89
COc1ccc(-c2nnn(CC(=O)N(CC(=O)NCCC(C)C)Cc3cccs3)n2)cc1OC	25	3	-2	4	10	0.6	-10	43	0.95
CC(C)c1nc(SCC(=O)N2CCN(c3ccccc3)CC2)c2c(=O)n(C)c(=O)n(C)c2n1	12	.	.	-8	.	0.9	.	6	-0.23
Cc1ccc(C(=O)CC(C(=O)O)c2cn(CCC#N)c3ccccc23)cc1 (centres undefined)	6	-2	-2	-3	.	0.9	.	8	0.21
C=CCn1c(Cn2nnc3ccccc32)nnc1SCC(=O)N/N=C/c1cc(Br)cc(OC)c1O	-2	2	-5	-7	13	0.8	-14	23	0.3
COCCNC(=O)COc1cccc(Oc2ccccc2)c1	31*	-3	-2	12	.	0.6	.	40	0.12
CC(NS(=O)(=O)c1ccc(Cl)cc1)C(=O)NCc1ccco1 (centres undefined)	7	14	1	-1	10	0.3	-11	66*	-0.43
COc1ccc(-c2nn(C)c(=O)c3ccccc23)cc1NC(=O)COc1ccc(C)cc1	-2	17	-4	6	17	0.7	-16	26	1.5
O=c1c(N2CCOCC2)nsn1Cc1ccccc1	6	0	-1	11	-16	1	14	0	0.039
O=C(Nc1ccc2c(c1)CCC2)C1CCN(c2ncccn2)CC1	5	.	.	-9	.	0.8	.	15	0.31
Cc1ccc(CNC(=O)CS(=O)Cc2nc(-c3ccccc3C)oc2C)cc1 (centres undefined)	11	12	-8	0	4	0.6	-4	40	0.13
CCOc1ccc2nc(NC(=O)c3cnccn3)sc2c1	5	17	-6	-1	-8	1.1	8	-8	.
COc1ccccc1N1CCN(C(=O)C(Cc2ccccc2)NC(=O)C2CCCCC2)CC1 (centres undefined)	14	18	0	-11	0	0	-3	99*	1.3
Cc1ccc(/C(O)=C2/C(=O)C(=O)OC2c2ccc(Cl)cc2)cc1 (centres undefined)	26	-3	-6	-2	14	1	-12	-1	-0.97
Cn1nc(-c2ccc(Cl)cc2)c2cc(C(=O)NCc3ccco3)sc21	34*	8	-8	1	-25	0.8	24	25	0.42
COCCn1c(-c2ccc(OC)c(OC)c2)nc2ccccc21	0	-18	0	-2	-1	1	4	1	-0.53
CCOC(=O)c1sc2nc[nH]c(=O)c2c1C	11	12	-1	-2	0	0.9	1	13	-1.5
O=[N+]([O-])c1ccc(NC(=S)NCCc2ccc(Cl)cc2)cc1	92*	4	4	106*	-23	0.9	26	12	-0.3
CCCNCc1cc(Cl)c(OCC)c(Cl)c1	.	-22	-6	.	1	.	2	.	0.78
COc1ccc(NC(C)=O)cc1NC(C)C(=O)Nc1ccc(F)c(F)c1F (centres undefined)	-6	6	-2	0	-16	0.3	14	70*	-0.63
CCCCCSc1nc2c(c(=O)[nH]c(=O)n2C)n1CC	.	-22	-1	.	-2	.	1	.	0.19
Cc1ccc(N(C)S(=O)(=O)c2cccc(C(=O)NC3=NCCS3)c2)cc1	14	-10	-5	-2	18	0.6	-16	41	-1.3
Cn1c(=O)c2[nH]c(NCCCN3CCOCC3)nc2n(C)c1=O	-2	10	-2	3	-8	1.1	2	-11	0.34
COc1ccc(CCn2c(Br)nc3c2c(=O)[nH]c(=O)n3C)cc1	-2	-28	-3	-2	7	0.7	-5	26	0.13
CCc1ccccc1NC(=O)c1onc(C)c1Cl	5	-7	-2	-2	.	0.9	.	6	-0.64
C=CCN(C(=O)CCC(=O)O)C1CC(=O)N(c2ccc(OC)cc2)C1=O (centres undefined)	-5	-3	-5	8	6	1.1	-3	-14	-1.8
CC1(C)CC(C#N)(N2CCOCC2)CCO1 (centres undefined)	-12	6	-4	11	1	0.9	2	10	0.94
O=C(Nc1ccc(S(=O)(=O)NCCc2ccccc2)cc1)c1ccco1	10	-10	-3	2	10	0.4	-8	59*	0.68
Cc1cccc(C)c1NC(=O)CSc1nnc(CCCCCNC(=O)OC(C)(C)C)o1	6	-22	-5	12	-6	0.5	6	50*	0.021
Cc1nc2cccc(C(=O)NC3CCCCC3)c2o1	4	-17	-6	22	6	0.8	-4	24	-0.1
CCOC(=O)c1sc(NC(=O)CSc2nnnn2-c2ccccc2)c(C(=O)OCC)c1C	0	0	-5	-4	-1	0.9	3	10	-0.25
CCCCC(CC)C(=O)NCCc1ccc(S(N)(=O)=O)cc1 (centres undefined)	-5	-10	-1	19	7	0.9	-9	9	-1.9
Cc1noc(NS(=O)(=O)c2ccc(NC(=O)CSc3nc4ccccc4s3)cc2)c1C	33*	10	-1	-3	-1	1.2	-4	-20	-0.6
Cc1ccccc1OCc1nc2ccccc2c(=O)n1N	6	6	-5	-2	-10	0.5	9	53*	1.2
O=C(O)CCN(CCC(=O)O)c1nnc(SCc2ccccc2)s1	3	6	-4	2	15	1.1	-13	-5	-1.4
Cn1c(SCC(=O)NCc2ccco2)nnc1-c1cccs1	-2	16	-7	-6	-2	1	6	4	-0.063
COc1ccc(N2CCN(C(=O)c3ccc(S(=O)(=O)N4CCOCC4)cc3)CC2)cc1	7	17	-4	-7	-8	1	10	0	-0.071
Cc1ccc(S(=O)(=O)CCCS(=O)(=O)c2ccc(C)cc2)cc1	11	14	-4	-2	-5	0.5	7	52*	-0.9

(next part)
SMILES	PostGolgi ctrl	S1P2 antag	S1P2 agonist	PostGolgi yeast	sEH inhibitor	CYP2C19 activ	sEH act	CYP2C19 inhib	hDAT+cocaine
C=CCOn1c(=O)c(-c2cc3ccccc3o2)[n+]([O-])c2ccccc21	3	3	-4	-8	10	1	-9	-1	-1.2
Cc1nn(C/C(C#N)=N\O)c(C)[n+]1N	27	-1	-6	-3	-8	1.1	10	-12	0.73
CC1CCCC(C)N1C(=O)c1cc(-c2ccc(Cl)c(Cl)c2)on1 (centres undefined)	21	0	-1	-1	-18	1	18	4	0.2
CCCOc1ccc(C(=O)N2CCN(c3ccc(N)cc3Cl)CC2)cc1	13	9	-5	-6	-5	0.2	4	84*	0.94
COc1cc(C2c3c(-c4cc(Cl)c(C)cc4O)n[nH]c3C(=O)N2Cc2cccnc2)ccc1O (centres undefined)	-3	-9	-7	-2	1	0.9	-1	11	.
O=C(Cc1ccccc1)Nc1ccc(N2CCN(Cc3ccccc3F)CC2)cc1	1	-6	-2	0	36	0.8	-36	22	0.0059
Cc1cc(-c2ccccc2)c2c3c(cn2n1)c(=O)n(C)c(=O)n3C	11	-5	-3	-3	9	0.9	-11	9	0.16
CC(C)(C)C1(C)OC(C(=O)NC2CCCCC2)C(C(=O)NC2CCCCC2)O1 (centres undefined)	8	-9	-2	-7	.	0.8	.	18	-0.46
Cc1ccc(S(=O)(=O)c2ccc(Cl)cc2)cc1S(=O)(=O)N1CCOCC1	19	.	.	2	.	0.2	.	79*	-0.59
Cc1ccc2nsnc2c1NC(=O)c1ccc(-c2cc(Cl)ccc2Cl)o1	6	28	4	-1	-19	0.8	19	21	-0.47
C=CCNc1nc(NCCN2CCOCC2)nc(OC)n1	8	17	-3	3	3	0.9	-4	7	-0.15
COc1ccc2c(CC(=O)NCC3CCC(C(=O)O)CC3)cc(=O)oc2c1 (centres undefined)	7	-5	-4	-5	-4	0.8	8	20	.
O=C(Nc1ccccc1Cl)c1c(F)c(F)c(F)c(F)c1F	.	1	-5	.	-6	.	7	.	-0.29
COc1ccc(C(C)NC(=O)c2ccccc2)cc1 (centres undefined)	-2	0	-6	7	6	0.3	-8	75*	-0.64
Cc1oc(-c2ccccc2F)nc1CS(=O)(=O)CC(=O)N1CCc2ccccc21	10	.	.	-6	.	1.2	.	-16	-0.59
CC(C)(C)SCCNC(=O)c1ccc(NS(C)(=O)=O)cc1	0	-4	-5	-1	8	1.1	-6	-13	0.25
O=C(CSc1nnc(-c2ccccc2)n1Cc1ccco1)Nc1ccc(S(=O)(=O)N2CCCC2)cc1	1	6	-10	8	36	0.7	-36	27	0.3
O=C(CSc1nc2ccccc2s1)Nn1cnnc1	-4	6	-2	18	.	0.2	.	76*	-0.074
